# Screens as filed in PubChem.
# LYP phosphatase: LYP phosphatase inhibitors, primary screen, biochemical, DiFMUP fluorescence, recombinant catalytic domain, 10 µM (AID 606); inhibition, % at 10 µM, or IC50 in µM where a hit was titrated; 52,000 tested, under 10 active; recombinant LYP catalytic domain, DiFMUP fluorescence; higher % means a stronger effect;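 active = IC50 under 40 µM in the dose-response test; inactive = IC50 of 40 µM or more, or never dose-tested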
# HT1080 cytotoxicity: cytotoxicity in HT1080 fibrosarcoma cells, cell-based, fluorescence readout (AID 620) | one-dose cytotoxicity, % at 10 µM; EC50 in µM for titrated hits | HT1080 viability, fluorescence; higher % means a stronger effect | 87,000 compounds, 0.42% hits; in the data active = cytotoxicity above about 50%;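 note: cells exposed to compound overnight then 4 h with Alamar Blue; 0% = vehicle DMSO and 100% = killing control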
# * hit, by the source's call; . = not tested or not shown. The list is partial; count on the stated rates, not on these rows.
# Each structure is followed by: HT1080 cytotoxicity, LYP phosphatase
- CCOC(=O)C(C)(C)Sc1ncnc2nc[nH]c12
  ., 6%
- CC12CCC(C(=O)N(Cc3ccccc3)Cc3ccccc3)(OC1=O)C2(C)C (stereo unspecified)
  -22%, .
- COc1cccc(NC(=O)COC(=O)c2c(-c3ccccc3)noc2C)c1
  -12%, .
- CNC(=O)C1(C)C=CC2(CCCCC2)N1C(=O)OC (stereo unspecified)
  4%, .
- O=C(NCc1ccc2c(c1)OCO2)C1COc2ccccc2O1 (stereo unspecified)
  9%, .
- O=C(NCc1ccco1)C(c1ccccc1)N(Cc1ccccc1)C(=O)Cn1nnc2ccccc21 (stereo unspecified)
  -7%, .
- CCOc1cc(C2NC(=O)NC(C)=C2C(C)=O)cc(Cl)c1OCC(=O)O (stereo unspecified)
  -11%, .
- CC12CCC(c3c(CO)nn(-c4ccccc4)c31)C2(C)C (stereo unspecified)
  -19%, .
- CCCCNC(=O)c1ccc2c(=O)n(CCCOCC)c(=S)[nH]c2c1
  28%, .
- CCCc1nc2ccccc2c(C(=O)OCC(=O)c2ccc3c(c2)NC(=O)CO3)c1CC
  -2%, .
- COCC(C)NCc1cccc(C)c1 (stereo unspecified)
  -12%, .
- O=C(CN1CCSCC1)N/N=C/c1ccccc1F
  -3%, .
- COC(=O)c1ccc(NC(=O)CSc2nc(C)cc(=O)[nH]2)cc1
  5%, .
- O=C(CSc1n[nH]c(-c2cccs2)n1)NCc1ccc2c(c1)OCO2
  -8%, .
- CCOC(=O)C(NC(=O)c1ccccc1)(Nc1nnc(C)s1)C(F)(F)F (stereo unspecified)
  6%, .

# Reprinted at random: 2 compounds from above
# Each structure is followed by: HT1080 cytotoxicity, LYP phosphatase
- O=C(NCc1ccco1)C(c1ccccc1)N(Cc1ccccc1)C(=O)Cn1nnc2ccccc21 (stereo unspecified)
  -7%, .
- CC12CCC(C(=O)N(Cc3ccccc3)Cc3ccccc3)(OC1=O)C2(C)C (stereo unspecified)
  -22%, .

# Whole records, looked up by structure:
# `CCOc1cc(C2NC(=O)NC(C)=C2C(C)=O)cc(Cl)c1OCC(=O)O` (stereo unspecified) is listed as HT1080 cytotoxicity = -11%; LYP phosphatase = .
# `CCOC(=O)C(NC(=O)c1ccccc1)(Nc1nnc(C)s1)C(F)(F)F` (stereo unspecified) is listed as HT1080 cytotoxicity = 6%; LYP phosphatase = .

# Returning to the listing; the 6 compounds before the break are reprinted first.
# Each structure is followed by: HT1080 cytotoxicity, LYP phosphatase
- CCCc1nc2ccccc2c(C(=O)OCC(=O)c2ccc3c(c2)NC(=O)CO3)c1CC
  -2%, .
- COCC(C)NCc1cccc(C)c1 (stereo unspecified)
  -12%, .
- O=C(CN1CCSCC1)N/N=C/c1ccccc1F
  -3%, .
- COC(=O)c1ccc(NC(=O)CSc2nc(C)cc(=O)[nH]2)cc1
  5%, .
- O=C(CSc1n[nH]c(-c2cccs2)n1)NCc1ccc2c(c1)OCO2
  -8%, .
- CCOC(=O)C(NC(=O)c1ccccc1)(Nc1nnc(C)s1)C(F)(F)F (stereo unspecified)
  6%, .
- COc1ccc(NC(=O)CSc2nnc(Cc3cccs3)n2-c2ccc(C)cc2)cc1
  -4%, .
- N/C(Cc1ccc(Cl)cc1)=N\OC(=O)c1ccccc1
  0%, .
- O=C(O)C1CCN(C(=O)c2ccccc2Cl)CC1
  3%, .
- O=C(c1cc(-c2ccc(Cl)cc2Cl)on1)N1CCN(C(=O)c2ccco2)CC1
  -11%, .
- O=C(NCc1ccccc1)c1c[nH]c2cc3c(cc2c1=O)OCCO3
  9%, .
- COC(=O)C1=C(Nc2ccc(C)cc2)C=C(C)C(C(=O)OC)C1c1ccc(OC)cc1 (stereo unspecified)
  13%, .
- CCC(C)Cn1c(C(C)O)nc2ccccc21 (stereo unspecified)
  -6%, .
- CC(=O)c1ccc(S(=O)(=O)N2CCCC2)cc1
  30%, .
- Nc1nc(SCc2nnc(SCC(=O)O)n2-c2ccccc2)nc2sc3c(c12)CCCC3
  -4%, .
- COc1ccccc1CNC(=O)c1cn(C)c(=O)c2cc(OC)c(OC)cc12
  -3%, .
- O=C(Nc1sc2c(c1-c1nc3ccccc3[nH]1)CCCC2)C1CC1
  -3%, .
- COc1ccccc1NC(=O)c1cc2ccccc2o1
  3%, .
- CC1CCCCN1C(=O)CSc1nnc(CSc2ncccn2)n1C (stereo unspecified)
  0%, .
- O=C(c1ccccc1)c1ccc(OCC(O)CN2CCN(S(=O)(=O)N3CCCCC3)CC2)cc1 (stereo unspecified)
  -15%, .
- CCOc1ccccc1NS(=O)(=O)N(C)C
  15%, .
- CCCOc1ccc(N2C(=O)C3ON(c4ccccc4)C(CCC)C3C2=O)cc1 (stereo unspecified)
  -6%, .
- O=C(CNC(=O)c1ccccc1)OC(C(=O)Nc1cc(C(F)(F)F)ccc1Cl)c1ccccc1 (stereo unspecified)
  10%, .
- Cc1cccc(N2CCc3c2nc2ccc(Br)cc2c3N)c1
  -4%, .
- C=CCn1c(SCC(=O)Nc2sccc2C#N)nc2sc(C)c(C)c2c1=O
  24%, .
- COc1ccc(-c2c(C#N)c(C)nc3c2C(=O)c2ccccc2-3)cc1
  0%, .
- CCCn1c(N)[n+](CC(=O)c2ccco2)c2ccccc21
  -8%, .
- Cc1cc(N)n(-c2ncnc3scc(-c4ccc(Cl)cc4)c23)n1
  7%, .
- COc1cccc(C(=O)Nc2ccc3c(c2)C(=O)N(CCC(=O)O)C3=O)c1
  -6%, .
- CCOC(=O)Cc1cc(=O)n2[nH]c(C)c(C#N)c2n1
  3%, .
- N#Cc1c(-c2ccc(F)cc2)noc1N
  1%, .
- Cc1nc(CSc2ccc(Cl)cc2)cc(NCc2ccccc2)n1
  1%, .
- COC(=O)CCC(=O)Nc1cccc2ccccc12
  -1%, .
- CNC(=O)[C@H](C)/C=C/C(NC(=O)OCc1ccccc1)c1ccc(C(=O)OC)cc1 (stereo partly specified)
  -29%, .
- Cc1ccc(NC(=O)N2CCOCC2)c(C)c1
  2%, .
- Cc1cc2n(c(=O)c1C#N)CCCN2c1cccc(Cl)c1
  -1%, .
- Cc1ccnc(NC(=O)c2ccc(N3C(=O)CCC3=O)cc2)c1
  4%, .
- CCCCCCCCS(=O)c1sc2nc(C)cc(C)c2c1N (stereo unspecified)
  -8%, .
- CCn1c(Cc2ccccc2)nnc1SCC(=O)N1CCCCC1
  -15%, .
- COc1cc(/C=C2\S/C(=N/S(=O)(=O)c3ccccc3)NC2=O)c([N+](=O)[O-])cc1OC
  -13%, .
- COc1cccc(OCCSc2nc(N)cc(N)n2)c1
  -6%, .
- O=C(Nc1nnc(SCc2ccccc2)s1)c1ccco1
  -5%, .
- Cc1ccc(CN2C(=O)CCC2C(=O)NCc2cccnc2)cc1 (stereo unspecified)
  5%, .
- C/C(=N\NS(=O)(=O)c1ccc(Cl)c([N+](=O)[O-])c1)c1ccc(C)o1
  -1%, .
- CCOCCCNC(=O)c1ccc(NC(C)=O)cc1
  7%, .
- COc1ccc(-c2cc(C#N)nc(N3CCN(c4ccccc4)CC3)n2)cc1
  -15%, .
- Clc1ccc(-n2c(SC/C=C/c3ccccc3)nnc2-c2cccnc2)cc1
  4%, .
- CCOC(=O)C1CCN(C(=O)CCS(=O)(=O)c2ccc3c(c2)CCN3C(C)=O)CC1
  4%, .
- COc1ccc([N+](=O)[O-])cc1C1NN=C(c2cccc3ccccc23)S1 (stereo unspecified)
  -11%, .
- CCOC(=O)CNC(=O)CCNS(=O)(=O)c1ccc2c(c1)c(=O)n(C)c(=O)n2C
  -13%, .
- Cc1ccc(C2=NN(C)c3nc4ccccc4n3C2)cc1
  -8%, .

# Copied from the list:
# CCOC(=O)CNC(=O)CCNS(=O)(=O)c1ccc2c(c1)c(=O)n(C)c(=O)n2C in HT1080 cytotoxicity → -13%
# COc1cc(/C=C2\S/C(=N/S(=O)(=O)c3ccccc3)NC2=O)c([N+](=O)[O-])cc1OC in HT1080 cytotoxicity → -13%
# COc1ccc(-c2cc(C#N)nc(N3CCN(c4ccccc4)CC3)n2)cc1 in HT1080 cytotoxicity → -15%
# COc1cccc(OCCSc2nc(N)cc(N)n2)c1 in HT1080 cytotoxicity → -6%

# Following part:
# Each structure is followed by: HT1080 cytotoxicity, LYP phosphatase
- COc1ccc(C(C(=O)NC2CCCC2)N(CCN2CCOCC2)C(=O)c2ccc(OC)c(OC)c2)cc1 (stereo unspecified)
  0%, .
- Cn1c(-c2ccc(C=O)s2)nc2c3ccccc3c3ccccc3c21
  7%, .
- CN(CCOC(=O)c1ccco1)Cc1ccccc1
  -1%, .
- C=CCn1c(SCC(=O)NCc2ccccc2)nnc1C1CCCCC1
  -19%, .
- O=S(=O)(c1cc(-c2nnc(-c3ccc(Br)cc3)o2)ccc1Br)N1CCCCCC1
  0%, .
- O=C(Nc1nc(-c2ccc(-c3ccccc3)cc2)cs1)C1CCCO1 (stereo unspecified)
  -2%, .
- O=[N+]([O-])c1ccc(N2CCN(c3ccc(Cl)nn3)CC2)cc1NC1CC1
  -18%, .
- CN(C)CCCC1(O)c2ccccc2C=Cc2ccccc21
  -2%, .
- CCC1Oc2ccccc2N(Cc2ccccc2C)C1=O (stereo unspecified)
  -9%, .
- O=C(NC1CCCCC1)c1ccccc1NC(=O)C1CC(=O)N(c2ccccc2)C1 (stereo unspecified)
  0%, .
- O=C(Cc1ccccc1)NCCCc1ccccc1
  0%, .
- CC(C)CC(=O)NC1(C(F)(F)F)C(=O)N(Cc2ccccc2)C2=C1C(=O)CC(C)(C)C2 (stereo unspecified)
  -16%, .
- COC(=O)CN1C(=O)Nc2ccc(Br)cc2C1c1ccccc1 (stereo unspecified)
  -3%, .
- COc1ccccc1Nc1nnc(SCC(=O)c2cc(C)n(CC3CCCO3)c2C)s1 (stereo unspecified)
  13%, .
- N#Cc1cn(-c2ccccc2)nc1-c1ccco1
  -9%, .
- O=C1C2C3C=CC(C3)C2C(=O)N1c1n[nH]c(-c2ccccc2)n1 (stereo unspecified)
  -6%, .
- COC(=O)[C@@H]1C[C@@H]2CC[C@@H](O)C[C@@H]2N1Cc1ccc(-c2ccccc2)cc1
  1%, .
- Clc1ccc(-c2n[nH]c3c2CCC3)c(Cl)c1
  -4%, .
- COC(=O)c1cn[nH]c1NC(=S)Nc1ccc(C)cc1Cl
  19%, .
- COC(=O)c1cn(NC(=O)c2cc(OC)c(OC)c(OC)c2)c(=O)c2ccccc12
  -5%, .
- O=C(O)[C@H]1CCCC[C@H]1C(=O)NCCNC(=O)[C@@H]1CCCC[C@@H]1C(=O)O
  10%, .
- CSc1nc2nc(C(F)(F)F)cc(-c3ccccc3)n2n1
  -2%, .
- Cc1onc(-c2ccccc2Cl)c1C(=O)Nc1sc2c(c1C(N)=O)CCC(C)C2 (stereo unspecified)
  4%, .
- S=C1COC(c2ccccc2)N1c1ccccc1 (stereo unspecified)
  2%, .
- O=C(O)c1ccc(C(=O)Nc2cccc(NC(=O)C3CCCO3)c2)cc1 (stereo unspecified)
  -9%, .
- Cc1ccc2ccc(C3C(=O)c4ccccc4C3=O)nc2c1
  -4%, .
- Cc1ccc(-c2nc3ccccc3s2)cc1S(=O)(=O)N1CCOCC1
  -10%, .
- C=C(C)C1CC=C(C)/C(=N/NC(=O)COc2cccc3ccccc23)C1 (stereo unspecified)
  3%, .
- CN(c1ccc(S(=O)(=O)N2CCOCC2)cn1)C1CCCCC1
  0%, .
- CC(C)C(CCNC(=O)CC(Cc1ccccc1)c1ccco1)c1ccco1 (stereo unspecified)
  -14%, .
- CCOC(=O)c1c(NC(C)=O)sc2c(OC)cccc12
  -14%, .
- COc1ccc(N2CCN(C(c3cc(OC)ccc3OC)c3nnnn3CC3CCCO3)CC2)cc1 (stereo unspecified)
  12%, .
- Cc1cc(C)cc(OCc2nc3ncc(Br)cc3[nH]2)c1
  35%, .
- Clc1cccc2sc(-c3nnc(-c4ccccc4)o3)c(Cl)c12
  0%, .
- Cc1nn(-c2ccccc2)c2sc(C(=O)NC3CC3)cc12
  -4%, .
- CS(=O)(=O)N(CC(=O)N1CCC(C(N)=O)CC1)c1ccc(Cl)c(C(F)(F)F)c1
  14%, .
- CCc1c(O)nc(SCC(=O)Nc2ccccc2)n(C(C)CC)c1=O (stereo unspecified)
  1%, .
- COc1ccc(S(=O)(=O)c2ccc(O)cc2)cc1
  -4%, .
- CCCc1cc(=O)oc2cc(C)cc(O)c12
  -10%, .
- CCC(Sc1ncccc1C(=O)OC(C)C)C(=O)NCc1ccco1 (stereo unspecified)
  -18%, .
- COc1ccc2c(c1)SCC(=O)N2C
  3%, .
